# 12-LOX inh = Primary qHTS assay for inhibitors of human arachidonate 12S-lipoxygenase (ALOX12): Round 2; 580,000 tested, 1.1% active; purified 12hLO, xylenol orange hydroperoxide absorbance; Polyunsaturated fatty acid lipoxygenase ALOX12 (Homo sapiens), P18054; Potency, µM (titrated, usually from 108 µM), inactives show at the top dose activity change, negative = inhibition, actives largely listed as inhibitors; active = well fitted inhibition curve with a large enough effect; inconclusive = small, poorly fitted or top-dose-only effect, or another doubt; inactive = no such curve, though single readings can be large or run the other way
# Target sequence (P18054 whole entry, looked up): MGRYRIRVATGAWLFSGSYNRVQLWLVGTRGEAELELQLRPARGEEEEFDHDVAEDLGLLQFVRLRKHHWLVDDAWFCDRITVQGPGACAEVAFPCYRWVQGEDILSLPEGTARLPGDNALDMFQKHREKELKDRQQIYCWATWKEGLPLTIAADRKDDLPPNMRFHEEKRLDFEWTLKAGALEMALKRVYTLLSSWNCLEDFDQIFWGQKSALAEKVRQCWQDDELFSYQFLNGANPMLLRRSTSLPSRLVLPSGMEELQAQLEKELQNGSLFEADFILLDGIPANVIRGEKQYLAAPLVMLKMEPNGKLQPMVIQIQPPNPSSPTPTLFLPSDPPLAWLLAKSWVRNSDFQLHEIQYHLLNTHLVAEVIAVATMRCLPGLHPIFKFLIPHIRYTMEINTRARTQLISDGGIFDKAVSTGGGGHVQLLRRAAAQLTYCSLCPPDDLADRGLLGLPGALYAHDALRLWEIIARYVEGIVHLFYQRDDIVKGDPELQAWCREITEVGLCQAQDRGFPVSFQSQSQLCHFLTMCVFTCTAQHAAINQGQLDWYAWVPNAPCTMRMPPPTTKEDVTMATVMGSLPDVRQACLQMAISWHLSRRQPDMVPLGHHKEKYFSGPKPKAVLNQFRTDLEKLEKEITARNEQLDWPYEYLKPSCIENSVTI
#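 Purified human 12hLO at 150 nM in 25 mM Hepes, 0.01% Triton X-100, pH 7.0, preincubated 15 min at room temperature with compound. Reaction started with 40 uM arachidonic acid, 30 min at room temperature. Hydroperoxide measured by Fe-xylenol orange, 573/405 nm absorbance ratio.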
# The depositor's hits bear a star; ? = inconclusive; [ ] = remark or other dose. % is set by controls: 0 for no effect and ±100 for the full control effect; potency is the fitted concentration of half-maximal effect. An excerpt, so the mix of outcomes need not match the whole.
# The first 4 records, to show the layout:
SMILES,12-LOX inh
Cc1ccccc1NC(=O)Cn1cnc2c(cnn2-c2ccc(F)cc2)c1=O,-25%
N#CC1(C(=O)Nc2cnc3ccccc3c2)CCCC1,-7%
CC(Sc1nccn1C)C(=O)Nc1sc2c(c1C#N)CCCCC2 (stereo not drawn),-28%
Cc1ccc(C(=O)N2CC(C(=O)NCCc3ccncc3)C3(CCOCC3)C2)cc1 (stereo not drawn),7%

# The list itself, from the first entry:
SMILES,12-LOX inh
Cc1ccccc1NC(=O)Cn1cnc2c(cnn2-c2ccc(F)cc2)c1=O,-25%
N#CC1(C(=O)Nc2cnc3ccccc3c2)CCCC1,-7%
CC(Sc1nccn1C)C(=O)Nc1sc2c(c1C#N)CCCCC2 (stereo not drawn),-28%
Cc1ccc(C(=O)N2CC(C(=O)NCCc3ccncc3)C3(CCOCC3)C2)cc1 (stereo not drawn),7%
COCC(=O)Nc1ccc(-c2noc([C@@H]3CCCN3Cc3cc4ccccc4o3)n2)cn1,34%[176 µM]
Cc1cc(CN(C)C(=O)c2csc3nc(-c4cccc(C(F)(F)F)c4)cn23)on1,58%
CSc1cccc(NC(=O)c2cccc(Cl)c2Cl)c1,-7%
CCCNC(=S)Nc1cc(C(=O)OC)cc(C(=O)OC)c1,-28%
CCCN(C)C(=O)Cc1ccc(N(Cc2ccccc2)C(=O)c2ccco2)cc1,-3%
CC1CCN(C(=O)CSc2nc3cc(Cl)ccc3c(=O)n2Cc2ccccc2)CC1,-10%
O=C(Cn1ccn2nc3c(c2c1=O)CCCC3)Nc1ccccc1,49%[activator]
CCc1nc2c(c(-c3ccc(OC)cc3)n1)CCN(Cc1ccc(F)cc1)CC2,5%[6.33 µM]
O=C(CCc1nc2ccccc2c(=O)[nH]1)Nc1cccc(O)c1,5%
CC1CCCN(C(=O)/C=C/c2cccs2)C1 (stereo not drawn),-1%
CCOc1ccc(C2CC(c3ccccc3NS(=O)(=O)c3ccccc3)=NN2C(=O)CC)cc1 (stereo not drawn),-16%
CCOc1ccc2c(c1)cc(C(=O)NCc1ccccc1)n2C,-18%
Cc1ccc(C2Cn3nnc(-c4nc(-c5ccccc5F)no4)c3CO2)c(C)c1 (stereo not drawn),30%
O=C(c1nn(Cc2ccccc2)c(=O)c2ccccc12)N1CCN(c2ccc(O)cc2)CC1,?
CCOc1cc(=O)n2c(c1C(=O)Nc1ccc(C)cc1F)CCCC2,34%[activator]
CN1c2cc(C(=O)Nc3ccc(Cl)cc3)ccc2C(=O)N2CCCCC21 (stereo not drawn),12%
O=C(Cc1cccc(F)c1)N1CCC2(CC1)CN(c1ncccn1)CC2CO (stereo not drawn),20%
COc1ccc(CN[C@@H]2CO[C@H](CNC(=O)CC(C)(C)C)[C@H]2O)cc1,-14%[176 µM]
O=C(COC(=O)c1cccc(-n2cccc2)c1)Nc1c(F)cccc1F,-4%
COCCC(=O)N1CCCC(N2CCN(c3cccc(C(F)(F)F)c3)CC2)C1 (stereo not drawn),9%
O=C(c1c[nH]c2ccccc12)N1CCC(Cc2nncn2CC2CC2)C1 (stereo not drawn),3%
SMILES,12-LOX inh
COC(=O)c1ccc(C(=O)N2CCC3(CCCN(CC4CCCCC4)C3)C2)cc1 (stereo not drawn),66%[activator]
COc1cc(C2SCCS2)ccc1OC(=O)c1ccc2ncsc2c1,-7%
CC(C)C[C@@H]1COc2cc(Br)ccc2S(=O)(=O)N1Cc1cn(Cc2ccc(Cl)cc2)nn1,?
O=C(NCc1nnc2c(-c3nc(C4CC4)no3)cccn12)c1cc(F)ccc1F,99%[activator]
CN(C(=O)c1ccc2cccc(F)c2n1)C1CCCN(CCCc2ccccc2)C1 (stereo not drawn),2%
CN(C)c1cccc(NC(=O)Cc2c[nH]c3ncc(-c4cccnc4)cc23)c1,1%[176 µM]
O=C(CSc1cn(Cc2ccc(F)cc2)c2ccccc12)N1CCCc2ccccc21,-43%
O=C(COc1ccc(-c2ccccc2)cc1Cl)c1ccc[nH]1,-21%
O=C(NCc1cc2n(n1)CCCN(C1CCCCC1)C2)c1cccc(F)c1,17%
COc1ccccc1CCN1CCCC(CN(C)C(=O)c2cc(C)n(C)c2C)C1 (stereo not drawn),7%
O=c1c2c(CO)c(-c3ccc(F)cc3)nn2ccn1Cc1ccc(F)cc1,-9%
O=C(Nc1ccccc1C(=O)NC1CCCC1)c1cccc(-n2cnnn2)c1,?
CC(C)C[C@@H]1N[C@H](C(=O)N2CCN(C)CC2)Cc2cn(Cc3nccn3C)c3cccc1c23,37%[activator]
CCOc1ccc(C(=O)N(C)C2CCc3nnc(C)n3CC2)cc1OCC (stereo not drawn),94%[activator]
CC1Cc2ccccc2N1C(=O)COC(=O)c1ccc(Cl)c([N+](=O)[O-])c1 (stereo not drawn),?
COCCCNC(=O)c1cc(C)nc2onc(C3CCNCC3)c12,9%[6.33 µM]
COCc1noc([C@@H]2CC(F)(F)CN2S(=O)(=O)c2ccccc2)n1,34%[activator]
COc1cc(CNC(=O)Cc2ccsc2)ccn1,-20%
Cc1ccc(Cn2c(=O)n(CCCC(=O)NCc3ccc4c(c3)OCO4)c(=O)c3ccccc32)cc1,-27%
O=C(N[C@H](C(=O)N1CCC[C@H]1C(=O)NC1CCCC1)C1CCCCC1)c1cccs1,-7%
O=C(Nc1ccccc1Br)N1CCN(S(=O)(=O)c2ccccc2)CC1,?
O=C(NC1CC1)c1cc2n(n1)CCN(C(=O)c1ccc3n[nH]nc3c1)C2,76%[activator]
CN1c2cc(C(=O)Nc3ccc(N4CCOCC4)cc3)ccc2C(=O)N2CCCCC21 (stereo not drawn),13%
COc1ccc(C(=O)NC2CCCN(c3cc(-c4ccc(Cl)cc4)[nH]n3)C2)c(C)c1 (stereo not drawn),36%
Cc1ccccc1NC(=O)c1cccc2c(=O)c(C)c(-c3ccccc3)oc12,-5%

# Shown field by field: part of the list above.
O=C(Cn1ccn2nc3c(c2c1=O)CCCC3)Nc1ccccc1
  12-LOX inh: 49%[activator]

CCc1nc2c(c(-c3ccc(OC)cc3)n1)CCN(Cc1ccc(F)cc1)CC2
  12-LOX inh: 5%[6.33 µM]

O=C(CCc1nc2ccccc2c(=O)[nH]1)Nc1cccc(O)c1
  12-LOX inh: 5%

# 6 of the entries above in order of the 12-LOX inh value, high to low.
SMILES,12-LOX inh
COc1ccc(C(=O)NC2CCCN(c3cc(-c4ccc(Cl)cc4)[nH]n3)C2)c(C)c1 (stereo not drawn),36%
O=C(NCc1cc2n(n1)CCCN(C1CCCCC1)C2)c1cccc(F)c1,17%
Cc1ccccc1NC(=O)c1cccc2c(=O)c(C)c(-c3ccccc3)oc12,-5%
O=C(N[C@H](C(=O)N1CCC[C@H]1C(=O)NC1CCCC1)C1CCCCC1)c1cccs1,-7%
COc1cc(CNC(=O)Cc2ccsc2)ccn1,-20%
Cc1ccc(Cn2c(=O)n(CCCC(=O)NCc3ccc4c(c3)OCO4)c(=O)c3ccccc32)cc1,-27%

# Other records
SMILES,12-LOX inh
CCN(CC)C(=S)SCC(=O)NC(=O)c1ccc[nH]1,-3%
C=CCN1CC(C(=O)N2CCN(Cc3ccccc3C#N)CC2)CC1=O (stereo not drawn),86%[activator]
COc1ccccc1C(=O)NC1CCCc2c1[nH]c1ccccc21 (stereo not drawn),?
O=C(c1cccc2[nH]ccc12)N1C[C@@H](CO)[C@H](c2ccccn2)C1,26%
C=Cc1ccc(CN2C(=O)N(c3ccc(OCC)cc3)S(=O)(=O)c3ccccc32)cc1,?
C=CCN(CC(F)(F)F)C(=O)CCc1c[nH]c2ccccc12,10%
CCCN(CC1CC1)C(=O)c1coc(COc2ccc3sc(C)nc3c2)n1,2%
O=C(CSc1nnc(Cc2ccccc2)o1)Nc1cc(Cl)cc(Cl)c1,52%[activator]
Cc1cc2ncn(-c3ccc([N+](=O)[O-])cc3Cl)c2cc1C,14%
CN(C)c1cccc(C(=O)N2CCC3(CC2)NC(=O)N(c2cccc(Cl)c2)N3)c1,?
CCCNc1nc2ccccc2nc1C(=O)Nc1c(C)cccc1CC,?
Cc1ccc(NC(=O)Nc2ccccc2)c(=O)n1CC(=O)NCC1CCCO1 (stereo not drawn),-4%
O=C(Nc1cccc(S(=O)(=O)Nc2ccccc2F)c1)c1cncn1-c1ccccc1,-3%
COCCc1ccc(OCc2ccccc2-c2cc(C)n[nH]c2=O)cc1,9%
CN(C)Cc1cc(CC2(NCc3ccc4c(c3)OCO4)COC2)no1,59%[activator][176 µM]
Cc1ccc(CNC(=O)c2ccc3c(c2)N(C)C2CCCCN2C3=O)cc1C (stereo not drawn),5%
Cc1noc(C)c1Cc1ccc(C(=O)NC2CCc3n[nH]c(=O)n3CC2)o1 (stereo not drawn),4%
Cc1ccc(COc2ccc(C=O)cc2Cl)cc1,-14%
CCOc1ccc(-c2nc(CNC(=O)Nc3ccc(OC)c(OC)c3)c(C)o2)cc1,-22%
CS(=O)(=O)N1C[C@@H](Oc2ccccc2)C[C@H]1C(=O)N1CCCC1,-8%
Cc1ncsc1C(=O)N1CCC2(CC1)OC(=O)N(Cc1cccnc1)C2(C)c1ccccc1 (stereo not drawn),11%
CS(=O)(=O)N1CCN(CC(=O)Nc2sc3c(c2C#N)CCCC3)CC1,-3%
CCC(=O)N1CCC2(CC1)NCCc1c2[nH]c2ccccc12,30%
O=C(c1cc(Cl)ccc1Cl)N1CCN(c2cc(-c3ccccc3)[nH]n2)CC1,34%
Cc1ccc2nc(-c3cc(NC(=O)c4cccc(Cl)c4)ccc3O)oc2c1,27%
SMILES,12-LOX inh
O=C1Nc2ccccc2/C1=C/c1csc(-c2ccccc2)n1,12%
CCN1CCC(NC(=O)Cc2cc(Cl)c3c(c2)OCCCO3)CC1,?
COc1ccccc1CN1C(=O)COC[C@@H]1[C@H](O)c1ccc(NC(=O)c2ccc(C#N)cc2)cc1,-29%
Cc1ccc([S+](=O)([O-])N2CCC(c3nn(Cc4ccccc4)c(=O)[nH]3)CC2)cc1,31%
O=C(NCc1ccccc1)c1nn(Cc2ccccc2)c(=O)c2ccccc12,?
COc1cc(C2CC(=O)Nc3[nH]ncc32)ccc1OCc1ccc(Cl)cc1 (stereo not drawn),-41%
O=C(Nc1cccc(S(=O)(=O)N2CCOCC2)c1)c1sc2ccccc2c1Cl,-7%
CCS(=O)(=O)N1CCCC(c2nc(-c3ccccc3)no2)CCNC(=O)CC1 (stereo not drawn),22%
CC(=O)N1CCc2c(sc3c2c(=O)n(Cc2ccccc2)c(=O)n3Cc2ccccc2C)C1,15%
COc1ccc(CNC(=O)Cn2c(C)cc3nc4n(c(=O)c32)CCCCC4)cc1,26%
Cc1cc(C(=O)NCC2CC2)c2c(C3CCNC3)noc2n1 (stereo not drawn),?
CC(C)c1noc(C2CCCN(Cc3ccccc3)CCC(=O)NCC2)n1 (stereo not drawn),29%
Cc1ccccc1OCCC(=O)OCC(=O)Nc1ncc(Cl)cc1Cl,?
COc1ccc2c(c1)CCc1cnc(-n3ncc(C(=O)NCc4cccnc4)c3C3CC3)nc1-2,1%
COC(=O)c1sc(=S)n(-c2ccc(Br)cc2)c1N,11µM*
O=C(CN1C(=O)C(c2ccccc2)=NC12CCCC2)N1CCc2ccccc21,13%
Cn1c(=O)c2c(nc(NCc3ccccc3)n2CCC#N)n(C)c1=O,-12%
Cc1nnn2c(C(=O)NC3CC3)cccc12,-2%[176 µM]
Cc1nn(C)c(C)c1CCN(C)C(=O)C1CCN(C(=O)N2CC3CC(C2)[C@H]2CCCC(=O)N2C3)CC1 (stereo partly drawn),15%
CCN(CC)C(=O)[C@@H]1CCC[C@@H](N(C)C)CN(C)C(=O)C1,-19%[176 µM]
C=CCn1c(NCCCOC)nc2c1c(=O)n(C)c(=O)n2C,?
Cc1cc(OCC(=O)Nc2ccccc2N2CCN(S(C)(=O)=O)CC2)ccc1Cl,18%
CCN(CC)CCNCc1ccc(C)s1,?
COc1ccc(-c2cc(N3CCC(NC(=O)c4ccc(F)cc4F)CC3)n[nH]2)cc1,44%[activator]
CC(NC(=O)CSc1nnc(COc2ccc(Cl)cc2)n1C)c1ccc2ccccc2c1 (stereo not drawn),-28%
SMILES,12-LOX inh
Cn1cnc(C(=O)NCC(=O)N2CCCCCNC(=O)CC2c2ccccc2)c1 (stereo not drawn),40%[activator]
CN(C(=O)c1ccc(C2SCCS2)cc1)C1CCCc2ccccc21 (stereo not drawn),-1%
Cn1c(C(=O)NCc2ccc(F)cc2)cc2cc(Cl)ccc21,1%
Cc1oc(-c2nc(C#N)c(N3CCCC3)o2)cc1S(=O)(=O)N(C)C,21%
CN1N=C(C(=O)N2CCc3c(nc(-c4ccncc4)[nH]c3=O)C2)CCC1=O,2%
CCCCS(=O)C1CCCCC1OC(=O)c1ccccc1 (stereo not drawn),23%
O=C(O)c1ccc(-c2c[nH]c3ncc(-c4ccccc4)cc23)cc1C1CCCC1,?
COCCn1cnnc1SCc1ccc(F)cc1,30%
COc1ccc(-c2cc3nc4c(c(=O)n3[nH]2)CN(C(=O)CCCc2nc3ccccc3s2)CC4)cc1,3%
CN(C)C(CNC(=O)CCc1ncc(-c2ccccc2F)o1)c1ccco1 (stereo not drawn),3%
COc1cc(OC)cc(C(=O)N2CCCN(c3cc(-c4ccc(C)c(C)c4)[nH]n3)CC2)c1,-6%
CCOc1ccc(Oc2ccccc2N)cc1,?
N#Cc1ccc(C(=O)N2CCC(C(=O)N3CCCCCCNC(=O)CC3)CC2)cc1,46%[activator]
CCNc1c(NC(=O)c2cc(OC)ccc2Br)c(=O)oc2ccccc12,4%
O=C(NC1CCCC1)c1ccc(Oc2nccnc2Sc2ccccc2)cc1,-20%
Cc1[nH]ncc1C(=O)N[C@@H]1CN(S(C)(=O)=O)C[C@H]1CN(C)C,57%[activator]
Cc1cccc(C(=O)NCc2nc(C)cs2)n1,16%
COc1cccc(CNc2nc(NCc3cccc(OC)c3)n(S(=O)(=O)c3ccccc3)n2)c1,?
